Compound activity (PubChem BioAssay)
NR2E3 ag-1: agonists of human nuclear receptor NR2E3; GST-NR2E3/biotin-RetCOR TR-FRET, 1536-well; AID 2300; Q9Y5X4; 320,000 tested, 0.12% active; inhibition of corepressor binding, % at 4.78 µM;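 active means percent inhibition above the cutoff of mean plus 3 SD of all tested compounds, set per screening campaign, cut at about 20% in these data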;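 further: 0% = DMSO wells and 100% = biotin wells as full block of FRET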
Target sequence (Q9Y5X4 whole entry, looked up): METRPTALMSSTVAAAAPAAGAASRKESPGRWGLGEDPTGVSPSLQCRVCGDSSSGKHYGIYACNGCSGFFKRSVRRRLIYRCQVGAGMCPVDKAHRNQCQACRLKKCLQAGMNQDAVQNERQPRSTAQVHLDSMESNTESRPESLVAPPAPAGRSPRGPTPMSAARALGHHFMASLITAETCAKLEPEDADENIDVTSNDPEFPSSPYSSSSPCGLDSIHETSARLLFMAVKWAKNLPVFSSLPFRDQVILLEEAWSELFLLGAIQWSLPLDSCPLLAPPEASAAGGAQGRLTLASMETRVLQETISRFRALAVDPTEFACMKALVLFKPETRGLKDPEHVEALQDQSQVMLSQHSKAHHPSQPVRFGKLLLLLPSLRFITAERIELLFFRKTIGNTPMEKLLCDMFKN
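System: GST-tagged NR2E3 plus biotinylated RetCOR corepressor; Buffer or medium: pH 7.5 Tris-based buffer; Probe or stimulus: RetCOR corepressor, biotinylated, 7 nM; Doses: compound at 4.8 µM, single dose; Schedule: 5 h incubation at 4 °C; Technique: time-resolved FRET; Evaluation: percent inhibition of TR-FRET ratio; Replication: one well per compound, singlicate testing.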
Shn3 inh set2: reduces Shn3 3'UTR luciferase signal in osteoblasts; inhibition, % at 12.5 µM; AID 588674; Clone20 osteoblast Shn3 3'UTR firefly luciferase, 24 h; 360,000 tested, 0.52% active;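 active means mean inhibition of at least 75% with every replicate also reaching 75%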;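 further: 0% = median of neutral control wells and 100% = pilot-screen positive control compound; some compounds past the cut are filed as inactive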
aDG glyco up: increases alpha dystroglycan glycosylation; activation, % at 10 µM; Pro5-aDG cells, alpha-DG glycosylation AlphaScreen (IIH6); 0% Pro5, 100% B10-LARGE cell signal; 360,000 tested, 0.22% active; AID 624168;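 active means activation of at least 8% versus controls, or a plate z-score of at least 8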;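 further: Pro5 are CHO cells carrying HIG-tagged alpha-DG that lacks glycosylation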
TWEAK-Fn14 inh: TWEAK-Fn14 signaling inhibition; AID 1159606; 360,000 tested, 2% active; TWEAK-stimulated Fn14 reporter cells, luciferase luminescence, 8 h; inhibition, % at 10 µM; in the data active means inhibition above about 50%
CF NFkB block: blocks PAF-induced NF-kB reporter in cystic fibrosis cells. KKLEB NF-kB-GFP reporter, GFP fluorescence overnight. 360,000 tested, 0.86% active. inhibition, % at 5 µM;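 active means at least 50% inhibition at 5 µM, scaled per plate between neutral and stimulator controls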;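 further: PAF is a Pseudomonas aeruginosa culture filtrate used as stimulus; plate controls were PAF-stimulated DMSO wells for no effect and unstimulated DMSO wells for full effect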
KKLEB cytotox: CF airway cell cytotoxicity counter-screen; KKLEB CF airway cells viability, ATPlite luminescence, overnight; stronger effect = lower value; cells stimulated with P. aeruginosa culture filtrate; activity change (cytotoxicity), % at 5 µM; 360,000 tested, 0.36% active; AID 602141;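 active means corrected activity change at or below -50% at 5 µM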
TRPM1 prom inh: inhibitors of MITF-driven TRPM1 promoter in melanoma cells; SK-MEL-5 TRPM1 promoter luciferase, 24 h; inhibition, % at 12.5 µM; 330,000 tested, 0.83% active;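 active means mean inhibition across replicates of 60% or more, whatever share of single replicates reaches that level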; further: values of inactives mirror those of a sister screen read the other way
NR2E3 ag-2: activates human NR2E3 receptor; Q9Y5X4; CHO-S Gal4-NCOR/VP16-NR2E3 two-hybrid, luciferase; inhibition of corepressor binding, % at 3.98 µM; 360,000 tested, 0.35% active; AID 602229;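 active means inhibition above the mean of all tested compounds plus 3 SD, cut at about 70% in these data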;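 further: 0% = DMSO with NR2E3 transfected cells and 100% = cells lacking NR2E3 construct; higher means lower luciferase signal from less NR2E3 corepressor binding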
HIF-2a inh: blocks HIF-2a reporter activity; 786-0 RCC cells HIF-2a reporter, luciferase luminescence, overnight; inhibition, % at 18.8 µM; 360,000 tested, 0.72% active; AID 624352;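 active means inhibition of the luminescence signal of 40% or more relative to plate controls, in a single-dose primary screen at 18.75 µM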
Peg3 prom inh: reduces Peg3 promoter-driven luciferase expression in HeLa. HeLa PEG-Prom luciferase reporter, luminescence, overnight. inhibition, % at 20 µM. 360,000 tested, 1.7% active. AID 588405;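 active means inhibition of at least 50% at 20 µM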
hiPSC survival: increases survival of single human iPS cells; hiPSC single-cell survival, ATPlite luminescence; 100% = ROCK inhibitor wells, 0% = DMSO; survival enhancement, % at 20 µM; 360,000 tested, 0.044% active; AID 602274; in the data active means survival enhancement above about 18%;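 further: cells exposed to compounds for 16 hours before the ATP read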
Starred values were filed as active, the others as inactive; . = not tested or not shown.

SMILES,TRPM1 prom inh,NR2E3 ag-2,aDG glyco up,Peg3 prom inh,KKLEB cytotox,NR2E3 ag-1,TWEAK-Fn14 inh,hiPSC survival,Shn3 inh set2,CF NFkB block,HIF-2a inh
N#Cc1ccccc1S(=O)(=O)NC(=O)[C@H]1O[C@@H](n2cnc3c(N)ncnc32)[C@H](O)[C@@H]1O,.,5.1,-0.2,-3.6,10.6,.,-31.1,2.8,-22.8,-12.0,8.9
Cc1c(-c2cccs2)[n+](=O)c2c(n1[O-])CCCCC2,7.6,-6.3,-0.2,12.1,0.8,-3.2,1.1,-2.9,25.8,4.5,9.0
CCOc1ccccc1NC(=O)N1CCC(n2nnc3cc(C)ccc32)CC1,3.8,-20.5,0.5,14.2,-17.2,2.8,-18.3,-2.3,17.4,6.3,5.2
O=C(c1cccc2nc3ccccc3nc12)N1CCOCC1,3.0,-8.4,0.2,14.9,16.8,-0.9,-12.6,0.8,-8.1,16.0,1.1
C=CCNC(=O)c1sccc1Oc1ccc(F)cc1[N+](=O)[O-],3.1,-15.0,1.0,5.8,-0.8,2.0,4.6,1.4,8.3,-9.4,10.1
CC(O)C(NC(=O)OCc1ccccc1)C(=O)OCc1ccccc1 (stereo not given),.,-26.0,-0.3,3.8,-5.6,3.8,-6.3,-0.2,14.3,19.2,7.8
O=C(CN(Cc1ccc(F)cc1)S(=O)(=O)c1ccc(S(=O)(=O)N2CCOCC2)cc1)Nc1ccccc1,-13.1,0.0,-0.2,4.9,-33.3,0.7,3.1,1.3,-2.2,4.8,3.3
CCc1ccc(-c2csc3nc[nH]c(=O)c23)cc1,-12.2,-26.1,0.1,-96.1,-10.2,1.2,16.9,7.2,-22.5,2.8,-169.9
CN(C)CCCN1CC(=O)N2[C@@H](Cc3c([nH]c4ccccc34)C2(C)C)C1=O,2.1,-9.7,0.0,12.3,11.4,-1.0,0.2,-0.6,7.4,-9.0,13.7
COC[C@@H]1CCCN1c1ccc2c(c1)O[C@H](COCc1ccccc1)CN([C@H](C)c1ccccc1)S2(=O)=O,.,-24.9,0.0,.,.,.,11.2,-1.1,.,.,10.2
COc1cc(C(=O)NCCCN2CCCC2=O)cc(OC)c1OC,-2.0,-14.3,0.0,4.8,3.4,0.1,-10.6,-0.5,-38.9,13.5,2.5
COc1ccc(/C=C/C(=O)OCC(=O)NCCCc2ccccc2)cc1OC,-3.8,-19.6,-0.1,7.0,14.2,.,-18.1,2.6,-15.3,-17.7,16.7
COc1ccc(C(=O)NNC(=S)NC(=O)c2cccc([N+](=O)[O-])c2)cc1,13.3,7.4,0.0,12.3,-5.3,-5.5,2.2,0.2,.,-0.5,11.5
O=C(CN1CCCCCC1)Nc1ccc(Br)cc1[N+](=O)[O-],-16.6,-5.0,0.0,-40.0,2.6,-0.6,-38.6,-0.3,-6.5,4.5,-88.6
COc1ccc(-c2cc(C(F)(F)F)nc(S(=O)(=O)CCC(=O)N3CCOCC3)n2)cc1,19.2,-5.3,0.0,102.5*,-35.9,-0.8,75.0*,-3.4,5.1,78.8*,-6.9
CCN1C(=NCCc2c[nH]c3ccccc23)N[C@@H](c2ccccc2)[C@H](C(=O)OC)[C@H]1C,8.0,14.1,0.4,-1.6,13.0,0.6,0.3,-0.1,-9.4,-6.7,14.3
O=C(CCNC(=O)c1ccco1)NNC(=O)c1ccc(Br)cc1,0.5,5.7,0.0,-5.7,-1.1,.,-1.5,0.0,-25.0,0.9,8.3
COc1ccc(-c2nc3cc(C)ccn3c2NC(=O)c2ccccc2OC)cc1,-2.6,-9.9,-0.2,4.2,-10.7,-1.9,11.2,0.3,5.7,6.1,-33.9
[S-]c1nnc(-c2ccc(Br)cc2)n1-c1ccccc1.[Zn+2],10.1,-9.3,0.1,9.9,0.7,0.7,11.5,0.0,-23.5,2.6,6.2
C[C@@H]1CCCCO[C@@H](CN(C)C(=O)CCCN(C)C)[C@@H](C)CN([C@H](C)CO)C(=O)c2cc(N(C)C)ccc2O1,.,-5.4,0.2,-8.7,0.6,.,-7.7,3.5,-10.5,5.9,-0.2
COc1ccc(-n2nc3cc(C)c(NC(C)=O)cc3n2)cc1,3.4,-137.2,0.2,-27.6,-7.6,0.1,75.2*,-3.4,-11.5,-2.1,-98.8
CC(C)C(=O)NC(c1ccccc1)c1cc([N+](=O)[O-])c2cccnc2c1O (stereo not given),-2.5,20.0,0.1,44.6,-13.0,2.1,24.0,-0.9,16.9,11.2,16.5
CN(c1ccc(OCC(=O)O)cc1)S(=O)(=O)c1ccc2ccccc2c1,7.0,-21.4,-0.2,12.4,-0.8,-2.5,0.1,0.0,-18.6,-30.6,6.1
CCCCNC(=S)N(C)N=C1CCC(c2ccccc2)CC1 (stereo not given),-6.2,-19.4,0.4,1.2,19.8,3.4,-14.6,-0.9,12.2,2.8,0.4
Cn1c(=O)c2ncn(CC(=O)O)c2n(C)c1=O,8.1,-27.1,-0.1,5.9,-3.1,-0.4,-8.7,-0.3,22.6,13.1,6.3
Cc1cc(=O)n2cccc(O)c2n1,-7.3,12.7,-0.1,15.9,15.7,0.2,-7.4,0.1,-4.8,-5.9,1.9
CC(C)(O)C#Cc1ccc(C(=O)NCc2ccccc2)s1,-13.2,-6.7,-0.2,-25.6,5.2,-0.2,-11.4,-1.2,9.7,-19.0,-39.4
Cc1cc(C(=O)Nc2c(C)n(C)n(-c3ccccc3)c2=O)c2ccccc2n1,-13.4,-1.5,-0.2,1.1,8.6,-0.8,-7.8,1.4,-10.2,-17.1,13.2
CCOc1ccc(C(=O)NC2CC(C)(C)NC(C)(C)C2)cc1,-2.0,-21.7,0.0,-2.6,6.4,-1.0,1.8,0.1,1.8,-12.3,7.7
CCC(CC)n1[nH]c(=O)cc1N,-1.2,-28.8,0.0,16.2,-5.6,4.0,2.9,-0.1,16.8,16.3,-1.8
COc1ccc(OCC(=O)NNC(=O)c2cccs2)cc1,6.6,-5.4,0.0,2.8,4.4,-1.0,2.1,2.9,-1.7,1.7,9.7
Cn1cc(CN2CCCC(C(=O)Nc3ccc(-c4cccc(F)c4)cc3)C2)cn1 (stereo not given),-3.2,10.1,1.0,52.6*,-12.8,-1.0,-11.7,0.2,13.7,10.9,6.1
CC(=O)CC(=O)Nc1ccc(C(N)=O)cc1,8.8,-11.1,-0.1,15.6,2.6,2.5,-8.9,0.7,-14.4,17.0,19.0
COc1ccc(-n2c(CCc3ccccc3)nnc2SCC(=O)NCc2ccccc2)cc1,-5.4,-5.5,0.2,25.4,1.5,-2.9,1.1,0.6,7.7,-8.4,12.9
Cc1ccc(C(=O)NC(=S)Nc2ccccc2C(F)(F)F)cc1C,-14.2,-43.0,0.1,-60.6,10.9,2.2,-7.5,5.0,-4.4,0.3,-96.6
CN1C(=O)/C(=N/OC(=O)c2ccccc2Br)c2ccccc21,10.0,2.7,-0.1,-0.3,7.8,0.4,-15.6,-1.9,73.3,-8.8,19.8
C=CCN1C(=O)C(Cc2ccccc2Cl)SC1=Nc1ccc(C(=O)O)cc1 (stereo not given),8.1,5.2,0.0,2.8,7.4,0.9,-12.3,0.3,18.2,-20.0,16.0
C[C@H](NC(=O)NCc1ccc(F)cc1)C(=O)O,-0.7,31.4,-0.2,12.1,-1.3,-2.5,3.8,-0.2,4.5,-6.3,21.0
COc1ccccc1CNC(=O)N/C=C/c1ccc(Cl)cc1,5.4,0.1,-0.2,-4.3,-11.2,0.2,23.8,-0.4,-8.3,12.5,6.9
CN(c1cccc(NC(=O)c2ccc(C(C)(C)C)cc2)c1)S(C)(=O)=O,-32.5,-117.5,0.6,-175.1,-14.7,0.4,16.9,-3.7,-23.5,-0.3,-215.5

Four records drawn at random from the list so far, as already listed:
SMILES,TRPM1 prom inh,NR2E3 ag-2,aDG glyco up,Peg3 prom inh,KKLEB cytotox,NR2E3 ag-1,TWEAK-Fn14 inh,hiPSC survival,Shn3 inh set2,CF NFkB block,HIF-2a inh
Cn1cc(CN2CCCC(C(=O)Nc3ccc(-c4cccc(F)c4)cc3)C2)cn1 (stereo not given),-3.2,10.1,1.0,52.6*,-12.8,-1.0,-11.7,0.2,13.7,10.9,6.1
COc1ccc(-c2nc3cc(C)ccn3c2NC(=O)c2ccccc2OC)cc1,-2.6,-9.9,-0.2,4.2,-10.7,-1.9,11.2,0.3,5.7,6.1,-33.9
CC(C)(O)C#Cc1ccc(C(=O)NCc2ccccc2)s1,-13.2,-6.7,-0.2,-25.6,5.2,-0.2,-11.4,-1.2,9.7,-19.0,-39.4
COc1ccc(-n2c(CCc3ccccc3)nnc2SCC(=O)NCc2ccccc2)cc1,-5.4,-5.5,0.2,25.4,1.5,-2.9,1.1,0.6,7.7,-8.4,12.9

(cont.)
SMILES,TRPM1 prom inh,NR2E3 ag-2,aDG glyco up,Peg3 prom inh,KKLEB cytotox,NR2E3 ag-1,TWEAK-Fn14 inh,hiPSC survival,Shn3 inh set2,CF NFkB block,HIF-2a inh
S=C1SCN(Cc2cccnc2)CN1Cc1ccccc1,-0.7,-8.8,-0.2,18.6,-7.7,0.7,-13.4,0.3,9.5,1.9,16.3
CCOc1ccc(CC(=O)C2=C(N3CCOCC3)CC(C)(C)CC2=O)cc1OCC,1.2,2.1,-0.1,7.9,15.8,2.9,41.5,-0.3,-3.5,3.2,13.7
COc1ccccc1N1CCN(C(=O)C(C)NC(=O)c2ccco2)CC1 (stereo not given),6.3,1.2,0.1,16.3,17.6,0.0,6.0,0.0,-4.2,-20.1,12.1
C=CCn1c(CCC(=O)Nc2ccc(C)c(Cl)c2)nnc1SCC(=O)Nc1ccccc1C,1.3,8.3,0.2,20.0,-6.5,3.6,3.9,-0.6,16.3,0.1,15.2
CCCc1cc(=O)n2[nH]c(NCc3cccs3)nc2n1,3.7,-22.3,0.0,7.7,-6.4,3.2,8.0,-3.6,3.1,5.5,11.9
O=[N+]([O-])c1ccc2cn[nH]c2c1,12.5,16.7,-0.2,-1.2,17.1,5.8,-6.5,1.9,13.7,4.0,17.6
Cc1c(NC(=O)CN2c3cccc4cccc(c34)S2(=O)=O)c(=O)n(-c2ccccc2)n1C,-0.5,-2.1,0.0,9.6,-5.6,-3.5,2.2,0.4,17.3,12.5,15.5
CS(=O)(=O)N1Cc2ccccc2CC1C(=O)OCC(=O)Nc1ccc2ccccc2c1 (stereo not given),6.4,-10.2,0.8,-39.8,-0.6,-2.3,-4.6,-1.1,-4.5,0.4,-34.4
COc1cccc(C2C(C#N)=C(N)N(c3ncn[nH]3)C3=C2C(=O)CCC3)c1 (stereo not given),8.5,-1.8,-0.2,14.8,8.2,6.6,0.5,0.8,-3.4,4.8,9.8
CCc1cccc(C)c1NC(=S)N1CCCCC1c1cccnc1 (stereo not given),-2.0,-12.9,0.0,-9.8,9.1,-0.6,-1.3,-0.6,.,-3.1,12.7
